HCV inh = qHTS Assay for Inhibitors of Hepatitis C Virus (HCV) | Huh7.5.1 HCVcc-Cre infection, luciferase reporter, 44 h | Potency, µM (top dose mostly 41.8 µM), inactives show top-dose activity change, negative = inhibition, actives largely listed as inhibitors | actives 3.4% (n = 340,000); note: potency is the fitted concentration of half-maximal effect
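Cells seeded at 1,000/well and cultured 4 h, then compounds added followed by HCVcc-Cre virus (~0.5 moi). After 44 h further culture, luciferase substrate was added, plates held 15 min at room temperature, and luminescence read for 15 sec.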
AMA1-RON2 inh = qHTS for Inhibitors of AMA1-RON; Towards Development of Antimalarial Drug Lead: Primary Screen. Plasmodium falciparum AMA1 (3D7) - RON2 peptide interaction. AlphaScreen AMA1-biotinylated RON2 peptide binding. Potency, µM (titrated, usually from 58.2 µM), inactives show at the top dose activity change, negative = inhibition, actives largely listed as inhibitors. actives 0.2% (n = 360,000). AID 720542, 2013;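 note: potency is the fitted concentration of half-maximal effect; 0% = vehicle wells and -100% = peptide control; nearly all actives have a fitted effect of over 45% in size; some results filed as inactive show a strong effect at the top dose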
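AMA1 (3D7) with his tag at 25 nM final met compounds first, then biotinylated RON2 peptide at 25 nM; detection used donor plus acceptor beads, 10 µg/mL apiece, read by AlphaScreen after 30 min at room temperature.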
LmPK inhibitor = qHTS Assay for Inhibitors of Leishmania Mexicana Pyruvate Kinase (LmPK); purified LmPK, Kinase-Glo ATP luminescence, 1 h; Potency, µM (top dose mostly 57.5 µM), for the others: at the top dose activity change, negative = inhibition, actives largely listed as inhibitors; actives 0.37% (n = 290,000); AID 1721, 2009; note: potency is the fitted concentration of half-maximal effect
Target sequence (Q27686 whole entry, looked up): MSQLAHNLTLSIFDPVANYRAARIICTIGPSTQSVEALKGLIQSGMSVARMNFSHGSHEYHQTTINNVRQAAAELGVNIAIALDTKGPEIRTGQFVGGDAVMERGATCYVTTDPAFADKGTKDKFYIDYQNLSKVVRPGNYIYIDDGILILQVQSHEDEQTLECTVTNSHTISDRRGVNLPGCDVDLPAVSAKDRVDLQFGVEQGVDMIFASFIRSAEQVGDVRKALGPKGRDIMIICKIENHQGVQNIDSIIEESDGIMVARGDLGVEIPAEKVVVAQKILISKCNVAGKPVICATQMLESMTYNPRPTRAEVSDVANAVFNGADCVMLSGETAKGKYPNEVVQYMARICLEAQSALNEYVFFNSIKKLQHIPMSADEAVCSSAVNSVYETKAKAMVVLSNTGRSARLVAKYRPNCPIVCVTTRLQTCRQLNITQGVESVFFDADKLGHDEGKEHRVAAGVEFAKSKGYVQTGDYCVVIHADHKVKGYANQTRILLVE
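Purified LmPK (0.1 nM) with 0.5 mM PEP and 0.1 mM ADP in imidazole buffer pH 7.2 with MgCl2/KCl, 1 h at room temperature. ATP formed was read by luciferase luminescence and normalized to no-enzyme and uninhibited controls.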
HCMV inh = qHTS Assay for inhibitors of the human cytomegalovirus (HCMV). activity change, negative = inhibition, % at 57.5 µM. HFF cells, HCMV-luciferase reporter, 72 h; hits give low values. actives 4.5% (n = 410,000). AID 1259415, 2018; in the data active = activity change below about -60%; inconclusive = no clear call, values can overlap the other calls; inactive = above about -39%
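After 16 h attachment at 37C, HFF cells received test compound and HCMV-luciferase (1 PFU/cell); reporter luminescence read 72 h later, data normalized against buffer-only and known inhibitor Salinomycin.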
AmpC no deterg = qHTS Inhibitors of AmpC Beta-Lactamase (assay without detergent). P00811. AmpC nitrocefin hydrolysis, absorbance 480 nm, 0.0001% Triton. Potency, µM (highest dose often 57.1 µM), for the others: top-dose activity change, negative = inhibition, hits mostly inhibitors. actives 0.52% (n = 330,000);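 note: potency is the fitted concentration of half-maximal effect; plate controls were no compound for no effect and no enzyme for full effect; nearly all actives have a fitted effect of over 20% in size; some results filed as inactive show a strong effect at the top dose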
Target sequence (P00811 whole entry, looked up): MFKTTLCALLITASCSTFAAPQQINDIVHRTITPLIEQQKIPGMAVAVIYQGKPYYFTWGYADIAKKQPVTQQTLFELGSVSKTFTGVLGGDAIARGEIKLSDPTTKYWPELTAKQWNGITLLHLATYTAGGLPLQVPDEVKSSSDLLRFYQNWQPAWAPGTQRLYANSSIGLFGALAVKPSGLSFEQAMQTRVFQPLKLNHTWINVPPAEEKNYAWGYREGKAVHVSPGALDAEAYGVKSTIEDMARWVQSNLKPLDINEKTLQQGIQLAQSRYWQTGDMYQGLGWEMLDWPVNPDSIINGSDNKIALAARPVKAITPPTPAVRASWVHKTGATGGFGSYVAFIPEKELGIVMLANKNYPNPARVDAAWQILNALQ
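20 mM phosphate pH 7.0 + 0.01% (detergent screen) or 0.0001% Triton X-100; 5.3 nM AmpC reagent; cpd preinc 15 min RT; nitrocefin (800 uM stock) to start; A480 q20 s × 4 min; Activity was normalised to no-enzyme and no-compound control wells.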
TbPYK inhibitor = qHTS of Trypanosoma Brucei Inhibitors; pyruvate kinase (Trypanosoma brucei), Q57TT1; TbPYK enzyme, Kinase-Glo Plus ATP luminescence, 45 min; Potency, µM (series often up to 76.8 µM), inactives show at the highest dose activity, negative = inhibition, actives largely listed as inhibitors; actives 0.12% (n = 410,000); AID 624173, 2012; note: potency is the fitted concentration of half-maximal effect; nearly all actives have a fitted effect of over 50% in size
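Activity of T. brucei pyruvate kinase was followed by Kinase-Glo Plus luminescence after the enzyme reacted 45 min at room temperature with 130 uM ADP (final) and substrate. Test compounds were added before ADP at multiple concentrations.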
AmpC detergent = qHTS Inhibitors of AmpC Beta-Lactamase (assay with detergent). AmpC hydrolysis of nitrocefin, absorbance 480 nm, 0.01% Triton. Potency, µM (titrated, usually from 114 µM), without a hit: top-dose activity change, negative = inhibition, actives largely listed as inhibitors. actives 0.041% (n = 370,000);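 note: potency is the fitted concentration of half-maximal effect; 0% = no-compound wells and -100% = no-enzyme wells; nearly all actives have a fitted effect of over 25% in size; some results filed as inactive show a strong effect at the top dose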
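AmpC (5.3 nM in the dispensed reagent) in 20 mM phosphate pH 7.0 with 0.01% (detergent screen) or 0.0001% Triton X-100 was preincubated with compounds for 15 min at room temperature. Nitrocefin was then added from an 800 uM solution, and hydrolysis was followed at 480 nm.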
* = called active by the depositor; ? = inconclusive; / = not tested or not shown; & = joins results of further samples; [ ] = dose if it differs, or a comment. Unless noted, calls come from the whole dose curve; as a rule, active = well fitted curve in the direction sought with a large enough effect; inconclusive = small, poorly fitted or top-dose-only effect, or another doubt; inactive = no such curve, though single readings can be large; an effect the other way counts as inactive or inconclusive. Unless noted, % is set by controls: 0 for no effect and ±100 for the full control effect.

#1 CCOc1ccc(NS(=O)(=O)c2cc(C(=O)NCC3CCCO3)ccc2Cl)cc1 (stereo unspecified)
#2 CCOC(=O)c1c(C)n(CC(O)CN2CCOCC2)c2cc(Br)c(OC)cc12 (stereo unspecified)
#3 Cc1noc(C)c1COc1ccc(C(=O)OCC(=O)N2CC3(C)CC2CC(C)(C)C3)cc1 (stereo unspecified)
#4 C=CCc1cc(Cl)ccc1OCCCn1ccnc1
#5 Cc1cc2c(cc1S(=O)(=O)N1CCCC1)n(C)c(=O)c(=O)n2C
#6 N#Cc1nnn(-c2ccc(Cl)cc2)c1N
assay / entry,1,2,3,4,5,6
HCV inh,-3%,?,?,?,24%,12%
AMA1-RON2 inh,-13%,4%,-1%,-19%,-3%,-3%
LmPK inhibitor,/,0%,0%,-8%,2%,-2%&1%
HCMV inh,-8,28,-13,44,-15,/
AmpC no deterg,-17%,244%[activator],87%[activator],45%,-19%,-5%&-6%
TbPYK inhibitor,-7%,-4%,2%,4%,3%,1%
AmpC detergent,-11%,4%,1%,2%,-11%,1%&-1%

#7 CCN(CC)c1ccc2cc(C(=O)NCc3ccc(F)cc3)c(=N)oc2c1
#8 C#CCNC(=O)C[C@@H]1C[C@@]2(C(=O)OCC)CCC=C2N(CCC2=CCCCC2)C1=O
#9 Cc1cc(C)c(C#N)c(SCS(=O)c2ccc(C(C)(C)C)cc2)n1 (stereo unspecified)
#10 CCCCN(CC(=O)NCCOC)C(=O)Cn1nnc2ccccc21
#11 S=c1[nH]nc(Cc2ccccc2)n1-c1ccccc1
#12 O=C(O)CC/C(=N\NC(=O)CNC(=O)/C=C/c1ccccc1)c1ccccc1
assay / entry,7,8,9,10,11,12
HCV inh,/,/,-28%,-27%,4%,5%
AMA1-RON2 inh,/,5%,2%,-4%,33%[activator],101%[activator]
LmPK inhibitor,-4%,/,0%,-3%,?,7%
HCMV inh,-7,10,?,24,-14,17
AmpC no deterg,0%,/,3%,-1%,-19%,-43%
TbPYK inhibitor,/,2%,-2%,-6%,?,1%
AmpC detergent,1%,/,2%,-7%,0%,-2%

#13 COc1ccc(N(CC(=O)N/N=C/c2cccs2)S(=O)(=O)c2ccc(OC)c(OC)c2)cc1
#14 CCCCCOc1ccc(C(=O)NCC(=O)NCC(=O)OCC)cc1
#15 CC(C)Cn1c(=O)c2ccccc2c2ccccc2c1=O
#16 CC1(C)OC(=O)C(=CNc2ccccc2)C(=O)O1
#17 O=C(COC(=O)c1ccc(S(=O)(=O)N2CCCC2)cc1)Nc1ccccc1
#18 CCc1cc2c(=O)nc3n(c2s1)Cc1ccccc1/C3=C(/O)c1cccc([N+](=O)[O-])c1
assay / entry,13,14,15,16,17,18
HCV inh,-25%,-29%,13%,20%,17%,16%
AMA1-RON2 inh,0%,5%,-13%,17%,-20%,-7%
LmPK inhibitor,1%,5%,2%,-4%,/,5%
HCMV inh,4,22,33,6,-3,/
AmpC no deterg,-7%,24%,9%,-17%,-24%,-33%
TbPYK inhibitor,1%,0%,4%,4%,-16%,-3%
AmpC detergent,?,?,-5%,-10%,-7%,0%

#19 CC(=O)N1CCN(c2ccc(C(N)=O)cc2[N+](=O)[O-])CC1
#20 Cn1c(=O)c2c(nc(SCC(=O)NCc3ccc4c(c3)OCO4)n2Cc2ccc(Cl)cc2)n(C)c1=O
#21 COc1ccc(N2C(=O)C3C4C=CC(C4)C3C2=O)c(OC)c1 (stereo unspecified)
#22 CCOc1cc(Br)c(COc2ccc(C)nc2[N+](=O)[O-])cc1OCC
#23 Cc1cc(C(=O)COC(=O)c2ccco2)c(C)n1Cc1ccco1
#24 CCn1c(N)c(C(=O)NC)sc1=S
assay / entry,19,20,21,22,23,24
HCV inh,8%,2.5µM*,9%,8.9µM*,8%,19%
AMA1-RON2 inh,27%,41%[activator],-4%,-22%,-23%,8%
LmPK inhibitor,1%,-8%,-1%,-1%,-1%[11.5 µM],-24%
HCMV inh,-33,-22,12,-90*,3,69
AmpC no deterg,-13%,-10%,-5%,53%,-36%,-18%
TbPYK inhibitor,0%,-15%,-6%,0%,-2%,-15%
AmpC detergent,5%,-12%,-4%,1%,3%,?

#25 CCCOc1ccc(CN(CCC#N)C(=S)NC(=O)c2ccccc2)cc1
#26 O=C(Nc1ccon1)c1nc[nH]c1C(=O)N1CCc2ccccc2C1
#27 CC(=O)NC(CC(=O)N1CCCC1)c1ccccc1 (stereo unspecified)
#28 CC(=O)Nc1ccc(S(=O)(=O)NCC(=O)NNC(=O)c2csc(N3CCOCC3)n2)cc1
#29 COc1cc(NC(=O)CSc2ccccc2)c(C(=O)O)cc1OC
#30 CSc1ncc(Cl)c(C(=O)Nc2ccc(C)c(C)c2)n1
assay / entry,25,26,27,28,29,30
HCV inh,-4%,16%,19%,11%,11%,?
AMA1-RON2 inh,13%,44%[activator],-13%,57%[activator],8%,0%
LmPK inhibitor,-3%,/,/,/,5%,7%
HCMV inh,-5,-20,13,-10,-38,31
AmpC no deterg,2%,-14%,/,-16%,-14%,-21%
TbPYK inhibitor,-19%,-4%,1%,5%,-10%,-10%
AmpC detergent,0%,2%,/,-12%,0%,-8%

Values in list order from the list.
AmpC detergent, compounds 2–13: 4%, 1%, 2%, -11%, 1%&-1%, 1%, /, 2%, -7%, 0%, -2%, ?
TbPYK inhibitor, compounds 2–13: -4%, 2%, 4%, 3%, 1%, /, 2%, -2%, -6%, ?, 1%, 1%

Additional entries follow:
#31 CCOc1ccc(NC(=O)c2sc3nc4n(c(=O)c3c2C)CCCC4)cc1
#32 O=C(NCc1ccccc1)C(=O)NCC1OCCN1S(=O)(=O)c1ccc(Br)cc1 (stereo unspecified)
#33 O=C(Oc1ccc(/C=N/n2cnnc2)cc1)c1cccc([N+](=O)[O-])c1
#34 Cc1cc(C)n(-c2nc(C)c(C)c(=O)n2CC(=O)Nc2ccc([N+](=O)[O-])cc2)n1
#35 CCC1(O)CC(C(=O)OC)=NN1C(=O)c1ccccc1 (stereo unspecified)
#36 CC(=O)NCCc1nc(-c2ccc(Cl)cc2)no1
assay / entry,31,32,33,34,35,36
HCV inh,/,?,12%,/,19%,-15%
AMA1-RON2 inh,/,9%,1%,/,12%,20%
LmPK inhibitor,/,-4%,-2%,/,5%,/
HCMV inh,0,-29,-16,65,?,37
AmpC no deterg,/,-4%,-7%[2.29 µM],/,0%,/
TbPYK inhibitor,6%,3%,2%,4%,1%,5%
AmpC detergent,3%,-7%,0%,2%,?,/

One compound at a time, from the list above. Values in the order: HCV inh, AMA1-RON2 inh, LmPK inhibitor, HCMV inh, AmpC no deterg, TbPYK inhibitor, AmpC detergent
Cc1cc(C)n(-c2nc(C)c(C)c(=O)n2CC(=O)Nc2ccc([N+](=O)[O-])cc2)n1 is entered as /, /, /, 65, /, 4%, 2%
CCOc1ccc(NS(=O)(=O)c2cc(C(=O)NCC3CCCO3)ccc2Cl)cc1 (stereo unspecified) is entered as -3%, -13%, /, -8, -17%, -7%, -11%
CCc1cc2c(=O)nc3n(c2s1)Cc1ccccc1/C3=C(/O)c1cccc([N+](=O)[O-])c1 is entered as 16%, -7%, 5%, /, -33%, -3%, 0%

The list goes on.
#37 COc1ccc(NC(C)=O)cc1NC(=O)CSc1nnc(-c2ccccn2)n1C
#38 O=C(O)Cn1c(=O)c(F)cn(C2CCCO2)c1=O (stereo unspecified)
#39 C=CCNC(=O)COCc1cc(-c2ccc3c(c2)OCO3)on1
#40 Cc1nc2c(-c3ccccc3)c(C)nn2c(C)c1CCC(=O)NC(C)c1ccccc1 (stereo unspecified)
#41 Nc1nc2ccccc2n1C(=O)c1cccs1
#42 COc1ccc(CNC(=O)CN=C2NC(=O)C(c3ccccc3)(c3ccccc3)N2)cc1
assay / entry,37,38,39,40,41,42
HCV inh,14%,9%,-6%,/,0%,-4%
AMA1-RON2 inh,-6%,7%,1%,/,25%,8%
LmPK inhibitor,-6%,3%,5%,/,-10%,-1%
HCMV inh,-5,32,9,7,18,12
AmpC no deterg,-15%,-16%,11%,/,-40%,-25%
TbPYK inhibitor,-2%,6%,1%,-5%,-8%,2%
AmpC detergent,-7%,-6%,-1%,-2%,3%,?

#43 CC(=O)OC(C)C(=O)NS(=O)(=O)c1ccc(C)cc1 (stereo unspecified)
#44 COc1cccc(CN2CCSCC2)c1OC
#45 COc1cccc(N2CCN(C(=O)c3cnc4c(-c5ccccc5)c(C)nn4c3C)CC2)c1
#46 COc1cccc(N2CCN(C(=O)NC3CCCCC3)CC2)c1
#47 CCCn1c(C(C)Nc2nc(-c3ccc(Cl)c([N+](=O)[O-])c3)cs2)nc2ccccc21 (stereo unspecified)
#48 Nc1c(-c2nn[nH]n2)cnn1-c1cc(Cl)cc(Cl)c1
assay / entry,43,44,45,46,47,48
HCV inh,-8%,10%,/,-4%,?,-2%
AMA1-RON2 inh,?,-23%,/,1%,4%,4%
LmPK inhibitor,-2%,-7%,/,-3%,0%,3%
HCMV inh,9,7,-6,-4,-1,13
AmpC no deterg,-18%,-13%,/,-3%,-55%,-17%
TbPYK inhibitor,0%,5%,0%,-7%,3%,3%
AmpC detergent,5%,-13%,8%,-4%,?,-2%

#49 COc1ccc(C(CNC(=O)COc2ccc(Cl)c(C)c2)N2CCCCC2)cc1 (stereo unspecified)
#50 COc1ccc(S(=O)(=O)N(C)C)cc1NC(=O)c1ccc2c(c1)NC(=O)C(C)S2 (stereo unspecified)
#51 COc1ccccc1C1C(C(N)=O)=C(C)Nc2nc(SCc3ccccc3F)nn21 (stereo unspecified)
#52 O=C(COC(=O)c1cc(-c2cccs2)nc2ccccc12)c1ccccc1
assay / entry,49,50,51,52
HCV inh,?,?,/,/
AMA1-RON2 inh,0%,18%,/,/
LmPK inhibitor,-2%,/,/,/
HCMV inh,-33,0,-27,-20
AmpC no deterg,93%[activator],-36%,/,/
TbPYK inhibitor,0%,-3%,-2%,0%
AmpC detergent,-3%,-7%,3%,17%

Screening results deposited in PubChem by National Center for Advancing Translational Sciences (NCATS).
